hDAT+cocaine: changed hDAT dopamine uptake under cocaine IC80, either direction, primary screen, cocaine antagonist project, cell-based, LLC-PK1 hDAT, [14C]-dopamine uptake, MLSMR | Sodium-dependent dopamine transporter (Homo sapiens), Q01959 | LLC-PK1 hDAT cells, [14C]-dopamine uptake with cocaine IC80; actives deviate in either direction | B-score at 10 µM | actives 1.3% (n = 110,000);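 active = Z score or B-score, a plate-position-corrected score, falls beyond the plate's 99.7% confidence bounds, in either direction; inactive = both scores lie inside the 99.7% bounds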;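 also: scored against the spread of the other compound wells on the same plate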
VCAM1 TNFa inh: inhibitors of TNFa-induced VCAM1 expression, primary screen, imaging, HUVEC, TNFa stimulus, immunofluorescence; inhibition, % at 2 µM; AID 802, 2007; actives 0.48% (n = 95,000); HUVEC TNFa-induced VCAM-1 immunofluorescence, high-content imaging;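 active = inhibition above the batch mean plus 3 SD, with images confirmed as a hit by eye, cut at about 37% in these data; inconclusive = inhibition above that limit but hit not confirmed in images; inactive = inhibition not above that limit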;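 also: 0% = TNF-stimulated DMSO wells and 100% = unstimulated control wells; not every result past the cut was called active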
PLK1 kinase inh: human PLK1 kinase inhibitors, primary screen, biochemical, TR-FRET; recombinant PLK1 kinase, TR-FRET peptide phosphorylation; actives 0.53% (n = 97,000); inhibition, % at 10 µM; Serine/threonine-protein kinase PLK1 (Homo sapiens), P53350;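 active = inhibition of 50% or more in the single-concentration screen; inactive = inhibition below 50%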;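 also: 0% = DMSO max control and 100% = H-89 dihydrochloride min control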
Target sequence (P53350 whole entry, looked up): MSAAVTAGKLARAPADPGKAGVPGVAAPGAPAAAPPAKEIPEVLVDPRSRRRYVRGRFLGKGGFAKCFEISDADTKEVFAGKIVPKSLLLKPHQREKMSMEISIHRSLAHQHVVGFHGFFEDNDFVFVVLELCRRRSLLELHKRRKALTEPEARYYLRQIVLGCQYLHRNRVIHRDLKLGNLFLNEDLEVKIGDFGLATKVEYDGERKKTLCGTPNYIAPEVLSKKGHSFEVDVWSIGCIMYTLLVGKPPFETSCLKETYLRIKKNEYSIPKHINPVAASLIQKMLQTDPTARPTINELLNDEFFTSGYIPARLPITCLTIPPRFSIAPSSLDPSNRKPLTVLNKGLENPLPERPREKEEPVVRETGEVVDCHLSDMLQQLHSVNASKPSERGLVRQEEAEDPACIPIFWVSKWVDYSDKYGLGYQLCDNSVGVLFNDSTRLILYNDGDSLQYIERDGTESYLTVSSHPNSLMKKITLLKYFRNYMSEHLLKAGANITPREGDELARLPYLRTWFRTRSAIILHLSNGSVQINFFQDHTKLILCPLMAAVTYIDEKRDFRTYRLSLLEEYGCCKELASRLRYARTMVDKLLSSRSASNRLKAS
sEH inhibitor: soluble epoxide hydrolase inhibitors, primary screen, biochemical, human sEH | recombinant human sEH enzymatic activity assay | inhibition, % at 2 µM | actives 0.34% (n = 91,000) | AID 707, 2007; in the data active = inhibition above about 80%; also: values of inactives mirror those of a sister screen read the other way; many of its hits are not listed in these tables
Ecoli WT expand: growth inhibitors of wild-type E. coli, primary screen, strain BW25113, expanded library, OD600 | OD600 absorbance | growth inhibition, % at 100 µM | actives 0.15% (n = 98,000) | AID 710, 2007;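 active = growth inhibition above about 50% at one test dose, limit read from the data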;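 also: growth measured after 20 h incubation at 37 °C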
PLK1 PBD inh: Plk1 polo box domain binding inhibitors, primary screen, biochemical, fluorescence polarization. Plk1 PBD phosphopeptide binding. Serine/threonine-protein kinase PLK1 (Homo sapiens), P53350. inhibition, %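 (tested at about 20 µM)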. actives 0.13% (n = 97,000); in the data active = inhibition above about 34%, passing the limit was not always enough
TNFa cytotox: cytotoxicity in TNFa-stimulated HUVEC, primary screen, cytotoxicity control for VCAM1 expression modulator project, imaging, Hoechst nuclei count. HUVEC TNFalpha-stimulated, Hoechst cell count. cell count reduction, % at 2 µM. actives 0.17% (n = 93,000). AID 848, 2007;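 active = cell count reduction exceeding the screen mean by over 5 SD, scaled to untreated wells per plate, cut at about 78% in these data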;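 also: cells counted after 24 h of TNF alpha exposure following the 1 h pretreatment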
F-actin modifier: modifiers of F-actin cytoskeleton organization, primary screen, imaging, HUVEC, phalloidin staining, high-content imaging | inhibition, % at 2 µM | HUVEC TNFa F-actin phalloidin imaging | actives 0.18% (n = 91,000) | AID 836, 2007;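 active = inhibition above the batch mean plus 3 SD and confirmed as a hit by visual image inspection, cut at about 30% in these data, passing the limit was not always enough; inconclusive = above the inhibition threshold but rejected on visual inspection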; also: strong numbers were not always called active
IL1B cytotox: cytotoxicity in IL-1B stimulated HUVEC, primary screen, cytotoxicity control for IL-1B NFkB translocation project, imaging, Hoechst nuclear count, IL-1B stimulus. actives 0.41% (n = 94,000). HUVEC cell count loss. cell count reduction, % at 2 µM;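 active = cell count reduction more than 3 SD above the screen-wide mean, cut at about 70% in these data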;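 also: normalized per plate to untreated control cells as the no-loss baseline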
* = called active by the depositor; ? = inconclusive; . = not tested or not shown.

Start of the data: the first 2 compounds (preview)
SMILES	hDAT+cocaine	VCAM1 TNFa inh	PLK1 kinase inh	sEH inhibitor	Ecoli WT expand	PLK1 PBD inh	TNFa cytotox	F-actin modifier	IL1B cytotox
c1ccc(-n2cnc3cc(NCc4ccncc4)ccc32)cc1	-1.2	-1	-11	0	17	13	-40	12	17
CCC(=O)c1ccc(OCC(O)Cn2cnc3ccccc32)cc1 (stereo unspecified)	-0.64	4	-5	3	12	21	-32	2	-8

The list itself, from the start:
SMILES	hDAT+cocaine	VCAM1 TNFa inh	PLK1 kinase inh	sEH inhibitor	Ecoli WT expand	PLK1 PBD inh	TNFa cytotox	F-actin modifier	IL1B cytotox
c1ccc(-n2cnc3cc(NCc4ccncc4)ccc32)cc1	-1.2	-1	-11	0	17	13	-40	12	17
CCC(=O)c1ccc(OCC(O)Cn2cnc3ccccc32)cc1 (stereo unspecified)	-0.64	4	-5	3	12	21	-32	2	-8
CCN(CC)S(=O)(=O)c1cccc(-c2nnc(SCc3nnc(-c4cccs4)o3)n2N)c1	-0.089	5	-1	.	-3	3	-23	2	-8
CCCn1c(=O)c2ccccc2n2c(SCc3nnc(-c4ccccc4Br)o3)nnc12	0.2	4	-8	10	-2	6	-22	2	-40
CC(C)NC(=O)C(Cc1ccccc1)N1C(=O)c2ccccc2C1=O (stereo unspecified)	1.3	8	-12	6	.	7	8	-9	-10
COCCN1CC(O)=C(c2nc3ccccc3c(=O)[nH]2)C1=N	0.008	-3	-14	-1	-2	-1	-32	10	-28
COC(=O)c1[nH]c2ccccc2c1NC(=O)CN1CC(C)OC(C)C1 (stereo unspecified)	1.6	-8	-6	9	1	15	-9	9	-9
CCN(CC)C(=O)CSc1nc(-c2ccco2)cc(C(F)(F)F)c1C#N	0.46	2	0	-5	.	2	-10	-6	2
Cc1cnc(C(=O)Nc2ccc(F)c(F)c2)cn1	0.089	10	4	.	-1	2	-8	9	-7
CCc1ccc(CCC(=O)Nc2nnc(C)s2)o1	-0.27	2	-8	-16	7	-29	-8	2	-50
COc1ccccc1N1CC(C(=O)OC(C)C(=O)N2CCCc3ccccc32)CC1=O (stereo unspecified)	-0.59	8	-9	0	0	5	-38	-8	-22
CCCS(=O)(=O)N1CCCC(C(=O)N2CCN(C(=O)OCC)CC2)C1 (stereo unspecified)	-0.6	-9	-8	-8	-3	7	-16	2	-50
O=C(Cc1cccs1)N1CCN(c2nc(-c3ccc(Cl)cc3)cs2)CC1	1.6	8	-7	13	-20	21	-30	0	-35
O=C(c1cccc(Br)c1)N1CCN(C(=O)N2CCCCC2)CC1	0.13	.	-15	-15	2	2	.	.	-1
CCCN1CCC(=NNC(=O)c2ccc(Br)o2)CC1	-1.3	-1	-10	5	-5	-18	2	-8	-56
O=C(O)c1ccc2c(c1)C(c1ccccc1)OC2=O (stereo unspecified)	-0.88	-2	0	.	-5	7	-20	16	-12
COC(=O)Cc1c(C)c2ccc(OCC(=O)N(C)C)cc2oc1=O	0.27	12	-11	8	1	11	8	-17	11
Cc1ccc(C(=O)CSc2nnc(-c3ccco3)o2)o1	-1.3	-3	-11	-11	-5	9	-10	9	18
COC(=O)COc1ccc(S(=O)(=O)NCc2ccco2)cc1	0.0067	3	-11	7	-1	-12	-12	14	36
Oc1ccc2ccccc2c1C=NC12CN3CCN(CN(C3)C1)C2	0.15	-8	5	8	9	-15	-2	12	-8
COc1ccc2c(c1)OC(O)(C(F)F)CC2=O (stereo unspecified)	0.22	4	-6	4	-2	4	-17	40	6
CCOC(=O)c1ccccc1NC(=O)c1cccc2c1C(=O)N(C1CCN(C(=O)OCC)CC1)C2	0.062	1	-8	9	-9	-8	-45	9	-3
O=C(NC(c1ccccc1)c1c(O)ccc2ccccc12)c1ccccc1Cl (stereo unspecified)	0.53	-34	-2	6	-9	-33	-49	-5	-6
COc1ccc(NC(=O)CN2c3cccc4cccc(c34)S2(=O)=O)cc1	1.2	17	-7	14	-3	-11	8	2	7
CCCCN(Cc1cc2cc(OC)ccc2[nH]c1=O)C(=O)c1ccccn1	0.76	-6	-2	2	9	-5	.	-33	-4
CCCCn1c(-c2cc(Cl)ccc2OC)n[nH]c1=S	-0.031	14	-1	-12	2	24	-24	21	-54
C=CCC(C)(NCc1ccccc1)c1ccco1 (stereo unspecified)	0.21	21	-20	0	1	19	-12	16	2
O=C(CCCSc1nc2ccccc2s1)Nc1nccs1	-1.4	14	18	6	0	-7	-11	5	-13
O=C1CC(c2cccc([N+](=O)[O-])c2)c2c(ccc3ccccc23)N1 (stereo unspecified)	0.6	8	-6	4	3	12	-10	-12	-6
O=C(CNS(=O)(=O)c1ccc(Br)s1)N1CCN(c2ncccn2)CC1	1.2	12	-10	10	7	-15	-51	12	-17
COc1ccc(OC)c(N(CC(=O)Nc2cccnc2)S(=O)(=O)c2ccc(C)cc2)c1	-1.1	25	-6	-4	-9	3	-44	-3	2
CC1CCCCC1NC(=O)CN(C)S(=O)(=O)c1cccc2nsnc12 (stereo unspecified)	0.73	-11	-6	8	-2	-21	-9	-31	-51
Cc1ccc(NC(=O)c2ccccc2OCC(=O)c2ccccc2)cc1	-0.0045	-10	-11	-2	-1	2	-2	-9	-8
O=C(Oc1cccnc1)c1cc2ccccc2oc1=O	0.81	25	-4	11	0	-19	-1	6	-60
O=C(C1CCN(C2CC(=O)N(c3ccc(F)cc3)C2=O)CC1)N1CCOCC1 (stereo unspecified)	-0.058	7	-15	7	9	8	-24	-10	10
O=C(Cn1nnc(-c2ccccc2)n1)OCc1ccccc1	0.8	-18	-2	2	0	0	-23	1	2
Cc1cc(C(=O)Nc2c(F)cc(F)cc2Br)no1	-0.17	3	-4	-7	1	-8	-8	-9	-69
CCOC(=O)N1CCN(c2nc3c(c(=O)[nH]c(=O)n3C)n2Cc2ccccc2Cl)CC1	-0.0067	13	-10	2	7	-18	-29	31	-5
O=C(c1cc(-c2ccc3c(c2)OCO3)on1)N1CCN(c2ccccc2)CC1	-2.4	-20	1	.	-29	18	8	-2	-22
CCCCC(=O)Nc1ccc2c(c1)OCCO2	-0.27	2	-3	12	8	15	-13	4	-20
O=C(COC(=O)c1cccnc1SCC(=O)NCc1ccccc1)NCc1ccccc1	0.3	3	-7	14	4	-19	-33	9	-12
O=S1(=O)CCN(Cc2cccc(Cl)c2)CC1	-0.64	1	-11	-3	1	9	-10	1	-18
Cn1c(CSc2nc3ccccc3s2)nnc1SCC(=O)NCc1cccnc1	-0.064	-16	-12	7	.	1	.	3	-23
Cn1cnc2c1c(=O)n(CC(O)CO)c(=O)n2C (stereo unspecified)	0.025	-1	-10	-6	2	-8	2	17	-2
CCN(CC)c1cc(C)c2ccccc2n1	0.47	28	-5	8	.	-8	0	7	-9
CCN(C(N)=S)c1ccccc1	-0.34	2	18	0	0	-2	6	-24	-62
Cc1cc(C)n(-c2nc(NCC(C)O)c3c4c(sc3n2)CCCC4)n1 (stereo unspecified)	-0.84	-16	1	2	-3	1	5	-23	-12
c1csc(-c2nn[nH]n2)c1	-0.9	1	-12	7	-9	-9	-32	31	-9
O=C(O)CCCCCNC(=O)Nc1ccc2c(c1)OCCO2	-0.05	1	-4	8	-5	9	-27	10	0
Cc1cc(C)n(C(=O)CNc2ccc(C)c(C)c2)n1	0.43	11	-13	15	.	-8	-24	8	30
Cc1cnc(NC(=O)CN2CCN(c3ccccn3)CC2)s1	-0.025	0	-4	3	10	4	-45	.	-63
CCNC(=S)NNC(=O)c1cc(-c2cc(C)ccc2C)nc2ccccc12	0.61	20	-13	11	17	43	-18	13	-33
CCc1ccc(C2CC(c3ccco3)=NN2S(C)(=O)=O)cc1 (stereo unspecified)	0.62	-33	1	8	3	-10	-7	20	-14
COCCCN(C(=O)c1cccnc1SC)c1c(N)n(Cc2ccccc2)c(=O)[nH]c1=O	0.099	7	-11	-1	-3	13	-28	46	-17
COc1ccc(-c2nc(C(N)=O)c3[nH]c(=O)n(-c4ccccc4OC)c3n2)c(OC)c1	0.18	10	-19	-1	7	-8	6	14	-10
Cc1cc(N2CCc3ccccc32)n2ncnc2n1	-0.32	17	-5	4	.	32	-11	8	-10
COCCNC(=O)c1onc(CSc2cc(C)ccc2C)c1C(=O)O	0.5	12	1	2	0	0	-21	18	18
CCCCOCCCNC(=O)Cc1cccs1	0.39	4	-3	-8	-2	-21	-44	7	-17
Cc1[nH]c2ccc3c(ncn3CCC#N)c2c1C	-0.13	9	-3	14	3	-12	-18	8	-30
Cc1c(NC(=O)c2ccccc2NS(=O)(=O)c2ccc(Br)cc2)c(=O)n(-c2ccccc2)n1C	0.089	9	-11	-2	0	-17	-2	-11	-1
The listing continues.
SMILES	hDAT+cocaine	VCAM1 TNFa inh	PLK1 kinase inh	sEH inhibitor	Ecoli WT expand	PLK1 PBD inh	TNFa cytotox	F-actin modifier	IL1B cytotox
O=C1/C(=C/c2ccc(N3CCCC3)cc2)NC(=S)N1C1CC1	-0.048	6	-39	2	-4	-201	-21	15	6
O=C1CCCc2sc3c(c2N1)CCCCC3	0.1	4	-18	-5	1	12	-17	4	3
CN(C)S(=O)(=O)c1ccc(C(=O)OCC(=O)c2ccc(OC(F)F)cc2OC(F)F)cc1	-0.43	0	3	-23	-13	5	15	0	11
CCC(O)c1cc2c(cc1NC(=O)c1cccs1)OCCO2 (stereo unspecified)	1.3	14	-7	1	2	0	-23	12	1
CCC(=O)c1c[nH]c(C(=O)NCC2CCCO2)c1 (stereo unspecified)	-0.22	3	-11	6	1	9	-31	?	-19
CCOC(=O)C1=C(C)NC(SCc2cc(=O)[nH][nH]2)=C(C#N)C1c1cccs1 (stereo unspecified)	-0.38	14	8	20	-7	-21	-38	-7	-21
CC(=O)Nc1ccc(C(=O)OCC(=O)N(Cc2ccccc2)C(C)(C)C)cc1	0.15	-17	-10	6	11	7	-37	-3	2
Cc1ccccc1CCNC(=O)C1CCN(S(=O)(=O)c2ccc(-n3cnnn3)cc2)CC1	1.4	7	-17	23	0	9	-15	-12	-14
CCOC(=O)N1CCN(c2ccc(C(=O)c3cccc(F)c3)cc2)CC1	0.2	2	-39	-12	-15	-21	-12	1	-16
CS(=O)(=O)N1CCCC(C(=O)NCCCN2CCOCC2)C1 (stereo unspecified)	-0.92	0	-10	0	8	-9	-6	-2	-2
CCOc1ccc(OCC)c(NC(=O)CSc2nc3c(c(=O)n(C)c(=O)n3C)n2CC)c1	-0.52	17	-10	9	-12	-7	-8	13	-5
COc1cc(OC)cc(C(=O)NCc2cccnc2)c1	-0.0092	7	-11	-17	2	16	10	0	-26
CC1SC(=NC(=O)c2ccco2)NC1=O (stereo unspecified)	0.6	-12	-8	7	-8	4	-7	7	12
Cc1occc1C(=O)Nc1nn[nH]n1	1.2	-7	-8	4	4	-18	6	2	-6
COc1ccc(S(=O)(=O)N(CC(=O)N2CCCC2)Cc2ccccc2)cc1	0.22	-2	-3	8	-2	-6	-40	9	11

Already shown: entries from further up.
SMILES	hDAT+cocaine	VCAM1 TNFa inh	PLK1 kinase inh	sEH inhibitor	Ecoli WT expand	PLK1 PBD inh	TNFa cytotox	F-actin modifier	IL1B cytotox
Cc1occc1C(=O)Nc1nn[nH]n1	1.2	-7	-8	4	4	-18	6	2	-6
COc1ccc(S(=O)(=O)N(CC(=O)N2CCCC2)Cc2ccccc2)cc1	0.22	-2	-3	8	-2	-6	-40	9	11
